eLon inh: inhibitors of E. coli Lon protease; P0A9M0; hit rate 0.42% among 360,000; purified E. coli Lon protease, fluorescence polarization; inhibition, % at 7.94 µM; in the data active = inhibition above about 13%, passing the limit was not always enough;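 also: 0% = enzyme with probe and DMSO and 100% = no enzyme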
Target sequence (P0A9M0 whole entry, looked up): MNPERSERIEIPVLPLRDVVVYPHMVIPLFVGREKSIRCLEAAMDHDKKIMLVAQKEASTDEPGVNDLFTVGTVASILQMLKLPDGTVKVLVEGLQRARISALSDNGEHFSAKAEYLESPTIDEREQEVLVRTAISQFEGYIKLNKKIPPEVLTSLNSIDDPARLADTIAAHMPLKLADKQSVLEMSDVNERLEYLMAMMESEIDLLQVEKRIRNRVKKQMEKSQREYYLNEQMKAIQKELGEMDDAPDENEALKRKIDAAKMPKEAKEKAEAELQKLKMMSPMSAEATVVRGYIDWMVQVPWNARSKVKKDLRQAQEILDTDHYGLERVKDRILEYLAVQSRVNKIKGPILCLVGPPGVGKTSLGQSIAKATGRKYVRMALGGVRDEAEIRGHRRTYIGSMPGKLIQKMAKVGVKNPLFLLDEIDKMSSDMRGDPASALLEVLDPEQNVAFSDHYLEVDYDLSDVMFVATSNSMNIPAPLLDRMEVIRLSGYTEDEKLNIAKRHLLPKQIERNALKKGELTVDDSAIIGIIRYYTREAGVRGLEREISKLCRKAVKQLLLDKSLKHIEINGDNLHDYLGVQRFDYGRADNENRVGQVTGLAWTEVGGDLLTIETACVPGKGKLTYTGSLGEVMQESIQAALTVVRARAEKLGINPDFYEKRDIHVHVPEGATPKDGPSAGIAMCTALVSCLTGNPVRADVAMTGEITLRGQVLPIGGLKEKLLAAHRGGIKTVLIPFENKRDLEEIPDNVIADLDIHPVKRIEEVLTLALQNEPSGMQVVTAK
FAS TE block: FAS thioesterase (human) inhibition. hit rate 0.67% among 360,000. recombinant FAS-TE, OMFH fluorogenic substrate, fluorescence endpoint. P49327. inhibition, % at 15 µM;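 active = compounds whose normalised, plate-corrected inhibition of enzyme fluorescence in the single-dose primary screen is 50% or more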;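 also: 0% = DMSO with enzyme and 100% = substrate without enzyme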
MT1-MMP act inh: MT1-MMP (human) activation inhibition. P50281. hit rate 0.061% among 360,000. HT1080 RFP-PRO-GFP cells, GFP/RFP ratio fluorescence, overnight; percent of plate control window, DMSO zero. GFP/RFP ratio change, % at 20 µM;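 active = GFP/RFP ratio change of at least 30% with cell ATP level not reduced by more than half and red fluorescence within 50% of control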; also: strong numbers were not always called active
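Assay system: HT1080 RFP-PRO-GFP cells. Benchmarks: DMSO vehicle wells and RFP-L50D-GFP reporter cell wells. Times: overnight cell settling, then overnight compound exposure, 37 °C, 5% CO2. Compound: 20 µM single dose, 1% DMSO. Read-out basis: GFP/RFP fluorescence ratio.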
NRP1-CendR mod: modulators of CendR peptide binding to human neuropilin-1; inhibition, % at 25 µM; FAM-RPARPAR peptide binding to NRP-1, fluorescence polarization; hit rate 0.85% among 360,000; AID 602438;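 active = inhibition or corrected inhibition above about 18%, plus a signal ratio from 0.5 to 1.5, limit read from the data, passing the limit was not always enough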; also: strong numbers were not always called active
Rin1 Abl inh: inhibitors of human Rin1-Abl protein interaction; inhibition, % at 7.35 µM; TR-FRET Rin1/Abl binding, biochemical; hit rate 0.4% among 360,000; in the data active = inhibition above about 5%, passing the limit was not always enough
MsrA inh: inhibitors of bovine MsrA; purified bovine MsrA, absorbance read-out; inhibition, % at 15.5 µM; hit rate 0.75% among 360,000; in the data active = inhibition above about 4.5%;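 also: 0% = vehicle wells with enzyme and 100% = reference inhibitor wells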
bovine MsrA act: bovine methionine sulfoxide reductase A activation; activation, % at 10.6 µM; purified bovine MsrA, absorbance read-out; hit rate 0.3% among 360,000; in the data active = activation above about 7.5%;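 also: 0% = vehicle and 100% = reference activator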
SKN-1 block: C. elegans SKN-1 inhibition | inhibition, % at 21.8 µM | AID 624304 | C. elegans VP596 Pgst-4::GFP/RFP ratio, acrylamide-induced, 24 h | hit rate 0.49% among 360,000;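 active = interference check ratio from 0.5 to 1.5 plus GFP to RFP signal ratio inhibition reaching or exceeding a fixed threshold, cut at about 30% in these data, passing the limit was not always enough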; also: some compounds called inactive have numbers as strong as hits
Neddyl block: inhibitors of human cullin neddylation | hit rate 0.58% among 360,000 | P61081+Q13564 | calls only at 25 µM | TR-FRET cullin neddylation, biochemical | AID 651699; in the data active = inhibition above about 36%
* hit, by the source's call; i = inactive; · = no result given; + = active, no number.

SMILES	eLon inh	FAS TE block	MT1-MMP act inh	NRP1-CendR mod	Rin1 Abl inh	MsrA inh	bovine MsrA act	SKN-1 block	Neddyl block
COc1ccc(-n2c(O)c(/C=C/C=Nc3ccccc3)c(=O)[nH]c2=O)cc1	i	-6.3	-99.6	123.9	-10.6	1.1	-6.1	-3.5	i
COc1c(OP2(=S)OCC(C)(C)CO2)cnn(C2CCCCC2)c1=O	8.2	17.6	2.4	12.6	0.4	1.4	-4.8	12.2	i
COc1ccc(CNCC(=O)N2CCC3(CC2)OCCO3)cc1	-9.6	-7.3	2.2	5.9	0.7	-0.7	-2.7	-2.9	i
CCOC(=O)C(O)(c1ccc(NC(=O)c2ccco2)c(OC)c1)C(F)(F)F (stereo unspecified)	-1.8	-2.6	2.8	-11.4	-3.1	0.9	-3.3	8.0	i
c1cc(OCCN2CC2)ccn1	-6.0	-2.7	-2.4	14.7	1.6	0.0	-0.8	25.3	i
CC(=O)Nc1ccccc1OC(=O)N(C)C	-13.4	-4.1	-2.6	-5.6	-3.7	1.0	-9.5	-15.9	i
O=C1C(=O)c2cccc3cccc1c23	-3.0	-6.9	1.4	6.6	-1.9	0.6	0.2	-1.2	i
CCC(CC)N1CCN(C(=O)Cc2ccccc2)CC1	-18.3	-6.6	3.3	-3.0	-1.6	0.7	-4.4	14.4	i
CCn1ccnc1CN1CCCC(C(=O)c2cccc(C(F)(F)F)c2)C1 (stereo unspecified)	-5.7	-5.9	0.7	-3.0	0.3	0.7	-3.3	8.1	i
COc1ccc(-c2[nH]ncc2CNC(C)Cc2cccc(C)n2)cc1F (stereo unspecified)	-9.3	-1.3	-3.1	8.4	-3.2	-0.5	-2.3	-5.5	i
O=C(c1cc(F)ccc1F)C1CCCN(Cc2cc(Cl)ccc2O)C1 (stereo unspecified)	-1.8	23.2	6.0	4.2	0.7	-1.5	-2.2	-10.3	i
CCCNS(=O)(=O)c1ccc(OCC(=O)N2CCN(Cc3ccc4c(c3)OCO4)CC2)c(C)c1	8.0	31.9	-0.7	8.7	-2.1	-1.7	0.1	3.6	i
CC1(C)CC(CCNCc2ccc3c(c2)OCO3)(Cc2ccccc2)CCO1 (stereo unspecified)	4.6	-0.7	-0.2	1.2	4.4	-2.0	-8.7	3.9	i
OC(C#CCN1CCOCC1)(c1ccccc1)C1CCCC1 (stereo unspecified)	-6.5	-4.4	0.7	-9.8	-1.4	0.6	-6.5	0.7	i
COc1c(C)cc(C(=O)C2CCCN(C3CCOCC3)C2)cc1C (stereo unspecified)	-6.1	-2.2	-12.3	-5.6	-1.6	-0.7	-0.9	3.9	i
CNC(=O)OCCc1nccn1C	13.5	-8.7	-1.2	2.6	3.3	0.2	-3.1	-3.7	i
O=C(C1CC(=O)N(C2CCCCC2)C1)N1CCC2(CC1)OCCO2 (stereo unspecified)	1.6	-5.4	-1.5	-11.5	-1.9	0.3	0.7	7.5	i
CNC(=O)Oc1cccc(-c2cn3cc(Cl)ccc3n2)c1	2.2	-7.7	4.8	7.0	-1.7	1.8	-8.1	3.5	i
COc1ccc(C(=O)C2CN(C)CC2c2ccc(Cl)cc2)cc1 (stereo unspecified)	4.9	1.1	-1.6	11.6	-0.1	-0.7	-0.5	1.7	i
C=CC[N+]1(C)CC[C@]23c4c5ccc(O)c4O[C@H]2C(=O)CC[C@@]3(O)[C@H]1C5 (stereo partly specified)	-4.2	-1.5	-2.0	-4.0	-2.4	-1.0	-3.0	-2.3	i
CCN1CCN(c2cc(=O)n3ccccc3n2)CC1	3.5	-2.4	-1.8	-0.3	0.6	0.7	-2.1	-3.2	i
COc1ccc(C2(c3cccc(O)c3OC)CCN(C(C)=O)CC2)cc1O	5.9	-4.8	3.3	12.6	-0.8	-0.4	-3.0	-3.0	i
CC1=C(C(=O)O)N2C(=O)C(NC(=O)CCCC(=O)O)C2SC1 (stereo unspecified)	-6.2	-4.3	1.2	16.6	-0.8	0.1	-3.0	2.8	i
COCCNC(=O)Cn1cc(C=C2C(=O)NC(=O)NC2=O)c2ccccc21	-44.3	-4.8	1.2	1.3	4.5	1.1	-10.1	-22.8	i
COC(=O)C1=C(c2ccc(C(C)=O)cc2)C[C@@H]2CC[C@H]1N2C(=O)NC1Cc2ccccc2C1	-7.7	-7.0	-0.3	2.7	0.8	·	-3.7	5.7	i
C[C@]12CC[C@@H](O)CC1=CCC1C2CC[C@@]2(C)C1CC[C@@H]2N (stereo partly specified)	-1.7	-0.2	-2.5	3.4	-0.7	-0.7	-0.1	-1.6	i
COc1cccc(C2CC3C(=O)C=CC2N3Cc2ccccc2)c1 (stereo unspecified)	-6.9	-5.8	-9.2	0.8	-1.8	1.4	-5.0	-6.5	i
C=CCN1C(=O)/C(=C/c2cc(C)n(-c3cccnc3)c2C)C(=O)NC1=S	-19.3	-16.3	-3.0	-20.4	-4.2	0.4	-1.3	2.7	i
CCNC(=O)NC(=O)C(C)OC(=O)c1c(C)nn(Cc2ccccc2)c1Cl (stereo unspecified)	4.1	-3.7	-1.2	-1.9	1.1	-0.1	-0.1	11.8	i
COC(=O)CSC1=NN1c1cc(C)nc(N)n1	-4.5	-7.3	-0.1	-18.7	1.6	-1.2	-10.8	8.0	i
CC1=Nc2ccccc2/C1=C/c1c(O)n(C)c(=O)[nH]c1=O	-22.5	-5.4	-48.4	-18.2	0.7	-1.0	-1.0	3.9	i
N#Cc1cc2c(nc1SCC(=O)Nc1ccc(Cl)cc1)C1CCN2CC1	-7.4	5.4	-13.2	-7.0	4.0	0.3	-0.7	12.5	i
Cc1cc(/C=C2/C(=O)NC(=O)N(Cc3ccco3)C2=O)c(C)n1-c1ccccc1O	-34.2	-2.8	0.3	-13.4	-3.8	0.2	-9.7	18.2	i
O=C(COc1ccccc1)N1CCN(CCN2C(=O)c3cccc4cccc(c34)C2=O)CC1	0.8	1.0	2.7	10.9	1.5	0.2	0.6	-5.2	i
CC(C)CN(CC(C)C)c1ccc(C=C2C(=O)NC(=S)NC2=O)cc1[N+](=O)[O-]	3.7	22.6	11.0	-13.7	-0.7	1.2	-3.2	0.5	i
CCCCOP(=O)(CN1CCOCC1)OCCCC	3.4	-3.5	-0.5	-1.5	0.5	-1.1	2.5	-6.2	i
COc1ccc(C2C=C(C)Oc3c2c(=O)oc2ccccc32)cc1OC (stereo unspecified)	1.8	7.8	0.7	-16.0	-0.5	1.0	-0.2	-15.1	i
Cc1cc(OCC(=O)N2CCC(C(=O)O)CC2)c2c3c(c(=O)oc2c1)CCC3	-5.3	-6.4	-0.8	-2.1	-0.3	2.1	-2.5	-2.1	·
CC(C)n1cc(C(=O)N(CC(=O)NC2CCCC2)Cc2ccccc2)cn1	-8.3	-8.4	-1.0	-23.3	-1.9	0.3	-2.1	14.9	i
CN(C)C1(c2nnnn2CCOC(=O)Nc2ccc(Cl)cc2)CCCCC1	3.8	18.6	-2.5	-3.9	-2.4	-0.2	1.3	8.6	i
COc1ccc2nc(-c3ccc(CN4CCC(n5c(=O)[nH]c6ccccc65)CC4)cc3)c(-c3ccccc3)nc2c1	2.5	76.5*	3.9	-8.6	·	1.9	-3.7	15.5	i
O=C(O)Cn1cc(C(=O)c2ccccc2F)c2ccccc21	6.5	-5.2	0.5	-1.3	-0.5	3.8	-1.6	-14.0	i
Cc1nc2ccc(Cl)cc2c(=O)n1-c1ccc([N+](=O)[O-])cc1	-5.5	-4.0	-0.4	-0.5	0.1	2.6	-4.0	7.2	i
Clc1ccc(OCC#CCN2CCCCCC2)cc1	4.2	-6.5	3.3	1.5	2.5	-0.2	-6.8	-8.3	i
O=C(Cc1ccccc1)Oc1ccccc1N1C(=O)CCC1=O	-3.0	-5.4	3.3	5.6	1.5	0.6	-5.3	-6.2	i
C=CCC1(Nc2ccccc2)CC(C)N(C)CC1C (stereo unspecified)	4.8	-6.9	-4.9	5.8	1.2	1.4	-2.0	6.3	i
N#CC1c2ccccc2-n2nncc2CN1Cc1cc(Cl)cc(Cl)c1 (stereo unspecified)	-5.7	30.5	-10.8	-14.0	-1.6	-0.2	1.7	5.4	i
Cc1ccc(S(=O)(=O)NC(CC(=O)N2CCC3(CC2)OCCO3)c2ccco2)cc1 (stereo unspecified)	-0.9	-1.6	-0.7	0.1	-0.7	0.6	-3.4	-4.5	i
CC(C)C[C@H]1C(=O)N2CCCC2[C@]2(O)O[C@](NC(=O)[C@@H]3C=C4c5cccc6[nH]cc(c56)CC4N(C)C3)(C(C)C)C(=O)N12 (stereo partly specified)	62.5	-9.5	-39.3	-14.7	-3.9	·	0.8	27.0	i
CCN1CCN(c2cc(N3CCCC3)c([N+](=O)[O-])cc2F)CC1	-1.7	-5.2	0.1	1.3	-12.2	1.7	-0.3	18.5	i

(more compounds)
SMILES	eLon inh	FAS TE block	MT1-MMP act inh	NRP1-CendR mod	Rin1 Abl inh	MsrA inh	bovine MsrA act	SKN-1 block	Neddyl block
O=C(CCn1nc(-c2ccc(Cl)cc2)ccc1=O)N1CCC2(CC1)OCCO2	-0.9	4.6	1.0	3.8	0.1	-0.5	-0.7	-4.0	i
COCCO[C@H]1CC[C@@]2(C)C(=CCC3C2CC[C@@]2(C)C3CC[C@]2(C)O)C1 (stereo partly specified)	-11.8	5.7	6.6	5.5	-0.1	0.6	1.3	11.1	i
COc1cccc(C(c2nnnn2C2CCCC2)N2CCC3(CC2)C(=O)NCN3c2ccccc2)c1OC (stereo unspecified)	-12.7	20.8	4.1	8.2	3.2	-0.6	-1.1	-4.1	i
O=c1[nH]c(=S)[nH]c(O)c1CN1CCCCC1	1.4	-12.2	14.0	-11.0	0.2	1.6	-9.4	-1.0	i
C[C@]12CCC3C(CC[C@H]4C[C@@H](O)CC[C@]34C)C1[C@H]1CN=N[C@H]1[C@@H]2O (stereo partly specified)	-26.3	-2.8	-2.8	-7.7	8.4	0.0	0.8	1.0	i
COC(=O)C1=C(c2cccc(C#N)c2)C[C@@H]2CC[C@H]1N2C(=O)NCCOc1ccc(OC)cc1	7.0	-4.1	-0.4	5.8	0.1	-0.8	-2.0	5.3	i
c1ccc(C[n+]2ccccc2)cc1	4.1	-8.6	0.3	9.6	0.9	-0.6	-3.4	2.5	i
Clc1ccc(CCC(Cn2ccnc2)Sc2c(Cl)cccc2Cl)cc1 (stereo unspecified)	-6.3	23.9	0.7	-0.4	-3.0	0.4	-4.9	10.5	i
CCCCSP1(=S)NCCCO1 (stereo unspecified)	-4.2	-2.6	2.7	14.1	-0.3	-0.2	-1.6	2.0	i
Cn1c(O)c(C=Nc2ccc3c(c2)CCC3)c(=O)n(C)c1=O	-8.9	2.9	-0.6	0.5	-7.6	0.5	-0.7	7.4	i

Limited to eLon inh and NRP1-CendR mod (two entries from above):
canonical_smiles,eLon inh,NRP1-CendR mod
Clc1ccc(CCC(Cn2ccnc2)Sc2c(Cl)cccc2Cl)cc1 (stereo unspecified),-6.3,-0.4
C[C@]12CCC3C(CC[C@H]4C[C@@H](O)CC[C@]34C)C1[C@H]1CN=N[C@H]1[C@@H]2O (stereo partly specified),-26.3,-7.7

Next section:
SMILES	eLon inh	FAS TE block	MT1-MMP act inh	NRP1-CendR mod	Rin1 Abl inh	MsrA inh	bovine MsrA act	SKN-1 block	Neddyl block
O=C(N/N=C\C1C(=O)NC(=S)N(c2ccccc2)C1=O)c1ccc(O)cc1 (stereo unspecified)	-14.8	-1.2	12.3	-14.6	1.7	3.4	-5.5	7.3	i
Cc1ccc(-c2cc(-c3ccc(C)cc3)[n+](-c3ccc(C(=O)O)cc3)c(-c3ccc(C)cc3)c2)cc1	-4.2	-9.8	-0.3	10.8	3.8	2.2	2.8	2.3	+
COc1ccccc1OCC(=O)Nc1ccc(Cl)cc1C(=O)c1ccccc1	9.6	29.8	0.2	0.8	-3.3	0.1	2.0	1.0	i
O=P1(N(CCCl)CCCl)NCCCO1 (stereo unspecified)	-2.8	-0.7	1.9	-1.3	1.8	1.3	4.9	1.3	i
Clc1cc(Cl)c(-c2cc(Cl)c(Cl)cc2Cl)cc1Cl	0.9	24.9	-2.0	-2.0	-1.4	0.3	-4.2	0.9	i
Cc1c(C(=O)O)cc(-c2ccccc2)n1Cc1ccccc1	1.6	4.8	1.4	10.1	1.4	0.5	-7.8	0.7	i

Compound activity from PubChem BioAssay.

A portion of the library; count on the stated rates, not on these rows.
